DT40 TDP1 no CPT – qHTS for Inhibitors of human tyrosyl-DNA phosphodiesterase 1 (TDP1): qHTS in cells in absence of CPT; DT40 Tdp1-/- hTDP1 cells, no CPT, ATP luminescence, 48 h; Potency, µM (doses to about 46.2 µM), without a hit: top-dose activity change, negative = growth inhibition, usual class: inhibitors; 15% of 420,000 active; AID 686978, 2013; note: nearly all actives have a fitted effect of over 55% in size
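No-CPT arm: Tdp1-/-;hTDP1 DT40 cells (400/well) plus compounds, incubated ≥48 hr at 37 °C. Readout CellTiter-Glo luminescence.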
TDP1 inh – TDP1 (human) enzyme inhibition. Q9NUW8. recombinant TDP1, AlphaScreen DNA substrate cleavage. Potency, µM (top dose mostly 130 µM), inactives show at the top dose activity change, negative = inhibition, actives largely listed as inhibitors. 0.28% of 350,000 active. AID 485290; note: nearly all actives have a fitted effect of over 40% in size
Target sequence (Q9NUW8 whole entry, looked up): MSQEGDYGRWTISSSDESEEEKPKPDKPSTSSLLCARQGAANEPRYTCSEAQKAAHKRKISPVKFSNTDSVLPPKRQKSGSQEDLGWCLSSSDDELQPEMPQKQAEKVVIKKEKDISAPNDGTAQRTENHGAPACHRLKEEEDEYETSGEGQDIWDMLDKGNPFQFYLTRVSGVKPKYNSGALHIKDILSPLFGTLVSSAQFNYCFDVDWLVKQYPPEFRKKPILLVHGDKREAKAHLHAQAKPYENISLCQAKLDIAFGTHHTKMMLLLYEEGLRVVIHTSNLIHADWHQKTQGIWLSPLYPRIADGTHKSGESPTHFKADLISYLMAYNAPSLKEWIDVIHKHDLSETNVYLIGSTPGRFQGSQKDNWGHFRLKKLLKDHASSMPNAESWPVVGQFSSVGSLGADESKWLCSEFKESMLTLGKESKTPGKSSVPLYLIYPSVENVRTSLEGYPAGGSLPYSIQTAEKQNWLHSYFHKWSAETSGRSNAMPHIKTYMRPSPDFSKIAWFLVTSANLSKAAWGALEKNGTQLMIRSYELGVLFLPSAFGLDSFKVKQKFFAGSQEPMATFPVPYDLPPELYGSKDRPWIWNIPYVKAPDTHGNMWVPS
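Recombinant human Tdp1 (E. coli-expressed, 1 nM final) preincubated with compounds 15 min at room temperature, then 5'-biotin/3'-phosphotyrosine-FITC DNA substrate (15 nM final) added for 5 min. AlphaScreen beads (10 ug/ml final) added 10 min; cleavage lowers signal.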
N370S GC – inhibits or activates N370S mutant glucocerebrosidase. P04062. N370S GC spleen homogenate, 4MU-glucoside fluorescence. 0.092% of 330,000 active. Potency, µM (top dose mostly 59.4 µM), without a hit: at the top dose activity change, negative = inhibition, usual class: inhibitors;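 note: 0% = full enzyme activity and -100% = no enzyme basal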
Active calls of the source: *; & = joins results of further samples; [ ] = another dose, or the depositor's remark. Calls come from the whole dose curve; as a rule, active = well fitted curve in the direction sought with a large enough effect; inconclusive = small, poorly fitted or top-dose-only effect, or another doubt; inactive = no such curve, though single readings can be large; an effect the other way counts as inactive or inconclusive. Unless noted, % is set by controls: 0 for no effect and ±100 for the full control effect; potency is the fitted concentration of half-maximal effect. Only part of the results is shown, so the mix of outcomes need not match the whole.

Screening Cc1cccc(NCc2nc3ccccc3n2C)c1 returned DT40 TDP1 no CPT -6%, TDP1 inh 7% and N370S GC 0%.
Screening Cc1ccc(CNC(=O)Cc2ccc(-n3cccc3)cc2)cc1 returned DT40 TDP1 no CPT 0.82µM*, TDP1 inh 3% and N370S GC 1%.
COC(=O)c1c(C)[nH]c(C)c1C(C)=O was read as DT40 TDP1 no CPT -20%, TDP1 inh 0% and N370S GC 2%.
For CS(=O)(=O)c1ccc2nc(NC(=O)CS(=O)(=O)c3ccc(Cl)cc3)sc2c1 the results were DT40 TDP1 no CPT inconclusive and TDP1 inh 3%.
Screening COc1cccc(CNC(=O)CCc2c(C)nc3c(c(C)nn3-c3ccc(C)c(C)c3)c2C)c1 returned DT40 TDP1 no CPT 21µM* and TDP1 inh 3%.
`COCCCn1cc(C(=O)c2cc(Br)ccc2O)cc(C#N)c1=O` gave DT40 TDP1 no CPT inconclusive, TDP1 inh 3% and N370S GC -1%.
For CCCC1Cc2nc(N3CCCCC3)c(C#N)cc2CO1 (stereo not given) the results were DT40 TDP1 no CPT inconclusive and N370S GC 22%.
CCC(=O)Nc1c2c(nn1-c1cccc(Cl)c1)CSC2 was read as DT40 TDP1 no CPT 0.73µM*, TDP1 inh -1% and N370S GC 5%.
Cc1nc(SCc2cccc(Oc3ccccc3)c2)n[nH]1 was read as DT40 TDP1 no CPT inconclusive, TDP1 inh -2% and N370S GC -1%.
`O=C(CSc1nc2c(oc3ccccc32)c(=O)n1-c1ccccc1)Nc1ccc(F)c(Cl)c1` gave DT40 TDP1 no CPT 13µM* and TDP1 inh -1%.
Cn1c(/C=C/c2ccccc2)nc2ccccc2c1=O was read as DT40 TDP1 no CPT inconclusive and N370S GC 1%.
`COc1cccc2cc(-c3nc(-c4ccccc4)c(C)s3)c(=O)oc12` gave DT40 TDP1 no CPT inconclusive and TDP1 inh 0%.
CCCN(CC(=O)Nc1ccccc1C)C(=O)C1CC(=O)N(c2ccccc2C(C)CC)C1 (stereo not given) was read as DT40 TDP1 no CPT -6% and TDP1 inh 2%.
For O=C(NCC(c1ccco1)N1CCc2ccccc2C1)c1ccccc1 (stereo not given) the results were DT40 TDP1 no CPT inconclusive, TDP1 inh 1% and N370S GC -5%.
`O=C1CN(c2ccc(Br)cc2)C(=O)N1CC(=O)N1CCCc2ccccc21` gave DT40 TDP1 no CPT -26%, TDP1 inh 0% and N370S GC 7%.
CC1Cc2cc(/C(O)=C3/C(=O)C(=O)N(CCN4CCOCC4)C3c3cccc(Cl)c3)ccc2O1 (stereo not given) was read as DT40 TDP1 no CPT -8%, TDP1 inh -7% and N370S GC 4%.
For CCN(CC)S(=O)(=O)c1cccc(NC2=NCC(C)S2)c1 (stereo not given) the results were DT40 TDP1 no CPT -3%, TDP1 inh -3% and N370S GC -4%.
O=C(Nc1ccccc1Oc1ccccc1)C1=COCCO1 was read as DT40 TDP1 no CPT -6%, TDP1 inh 4% and N370S GC -4%.
`O=C(C(c1ccccc1)c1ccccc1)N1CCCc2ccccc21` gave DT40 TDP1 no CPT inconclusive, TDP1 inh 0% and N370S GC 4%.
For CN(C)CCCNC1=CC(=O)CC(c2ccccc2)C1 (stereo not given) the results were DT40 TDP1 no CPT -7%, TDP1 inh 3% and N370S GC 7%.
For C=CCn1c(=O)c2c(nc(Br)n2Cc2ccccc2Cl)n(C)c1=O the results were DT40 TDP1 no CPT inconclusive, TDP1 inh 2% and N370S GC 4%[12.8 µM].
For Cc1cc(C)c(OCC(=O)N(Cc2ccc(N(C)C)cc2)C2CCS(=O)(=O)C2)c(C)c1 (stereo not given) the results were DT40 TDP1 no CPT 23µM*, TDP1 inh 10% and N370S GC -1%.
`COc1cc(OC)c2c(c1)OC(=O)CC2c1cc(OC)c(OC)c(OC)c1` (stereo not given) gave DT40 TDP1 no CPT 5%, TDP1 inh 1%[56.1 µM] and N370S GC 6%[89.1 µM].
`CCC1=NN(C(=O)c2cccc([N+](=O)[O-])c2)C(O)(c2ccc(C)cc2)C1` (stereo not given) gave DT40 TDP1 no CPT inconclusive and N370S GC -7%.
O=C(NC1CCCN(CCc2ccccc2)C1)c1c[nH]c2ccccc12 (stereo not given) was read as DT40 TDP1 no CPT -22% and N370S GC -8%.
Screening Cc1ccc(C(=O)NC(=S)Nc2ccc(S(=O)(=O)N3CCN(C)CC3)cc2)cc1 returned DT40 TDP1 no CPT 21µM*, TDP1 inh 4% and N370S GC 1%[12.8 µM].
CN(C(=O)CSc1nnc(-c2ccccc2)c(-c2ccccc2)n1)C1CCS(=O)(=O)C1 (stereo not given) was read as DT40 TDP1 no CPT 21µM*, TDP1 inh 8% and N370S GC -3%.
Screening CCOc1ccc(OCC)c(NC(=O)CSCCc2ccccn2)c1 returned DT40 TDP1 no CPT inconclusive, TDP1 inh -5% and N370S GC -24%.
Screening CCN(Cc1ccccc1)S(=O)(=O)c1ccc(OC)cc1 returned DT40 TDP1 no CPT 16µM* and N370S GC -3%.
Screening CNC(=O)c1cc2c(s1)CCCCCC2 returned DT40 TDP1 no CPT -5%, TDP1 inh 1% and N370S GC -5%.
For COC(=O)c1ccc(Nc2ccc3nonc3c2[N+](=O)[O-])cc1 the results were DT40 TDP1 no CPT 1% and N370S GC 0%.
`CCOC(=O)c1ccc(NC(=O)CCc2c(C)nc3ncnn3c2C)cc1` gave DT40 TDP1 no CPT 5%, TDP1 inh 1% and N370S GC 8%.
Screening CCOc1ccccc1N1CCN(C(=O)NC(C)c2ccc(F)c(F)c2)CC1 (stereo not given) returned DT40 TDP1 no CPT inconclusive, TDP1 inh -2% and N370S GC -5%.
C/C(=N\NC(=O)CCc1c[nH]c2ccccc12)c1ccc([N+](=O)[O-])cc1 was read as DT40 TDP1 no CPT inconclusive, TDP1 inh 3% and N370S GC -4%.
Screening Cc1nn(CC(=O)NCc2ccco2)c(=O)c2nn(-c3ccccc3)c(C)c12 returned DT40 TDP1 no CPT -20% and TDP1 inh -3%.
For CCCCCNC1=CC(=O)CC(c2ccccc2)C1 (stereo not given) the results were DT40 TDP1 no CPT 18µM*, TDP1 inh 2% and N370S GC 4%.
For CC(=O)c1ccc(N2CCN(CC(=O)Nc3cc(C)on3)CC2)cc1 the results were DT40 TDP1 no CPT 15%, TDP1 inh 2% and N370S GC 0%.
Screening Cc1cc(=O)n2cc(-c3ccccc3)nc2[nH]1 returned DT40 TDP1 no CPT 5%, TDP1 inh 3% and N370S GC -8%.
For COc1ccc(-n2ncc3c(NCc4ccc5c(c4)OCO5)ncnc32)cc1 the results were DT40 TDP1 no CPT 0%, TDP1 inh -1% and N370S GC -4%.
`Cc1ccc2c(c1)C(=O)N1[C@H]3c4ccccc4OC[C@@H]3[C@H](c3ccccc3)[C@]1(C)C(=O)N2` gave DT40 TDP1 no CPT inconclusive and TDP1 inh 2%.
Screening CCN(C(=O)CSc1ncccn1)C1CCS(=O)(=O)C1 (stereo not given) returned DT40 TDP1 no CPT 14%, TDP1 inh 2% and N370S GC -3%.
Screening Cc1cc(Oc2ccc(Cl)cc2)nc(-c2ccccc2O)n1 returned DT40 TDP1 no CPT -2%, TDP1 inh -2% and N370S GC 19%.
For Cc1cccc(OCc2nnc(SCC(=O)O)n2-c2ccccc2)c1 the results were DT40 TDP1 no CPT 0% and N370S GC -10%.
For CC(C)C(=O)Nc1nnc(S(=O)(=O)N2CCc3ccccc32)s1 the results were DT40 TDP1 no CPT -10%&-16%, TDP1 inh 1% and N370S GC -1%.
Screening Cc1cccc(NC(=O)Nc2cccc(Oc3c(F)c(F)c(F)c(F)c3F)c2)c1 returned DT40 TDP1 no CPT 18µM*, TDP1 inh 1% and N370S GC 4%.
`CSC1=NC(C)(C)C=C(/C=C/c2ccc(Cl)cc2)N1` gave DT40 TDP1 no CPT 16µM*, TDP1 inh 3% and N370S GC -11%.
`CCN(c1ccccc1)c1nnc(NC(=O)Nc2ccc(C)cc2)s1` gave DT40 TDP1 no CPT 16µM* and TDP1 inh 11%.
Screening CCOc1ccccc1OCCOCCOc1c(Cl)cccc1Cl returned DT40 TDP1 no CPT inconclusive, TDP1 inh -14% and N370S GC 8%.
`CC(C)Cc1nnc(NC(=O)CCC(=O)NC2CC2)s1` gave DT40 TDP1 no CPT 10%, TDP1 inh -2% and N370S GC -1%.
Screening COc1ccc(NC(=S)N(CCc2c(C)[nH]c3ccc(C)cc23)Cc2cccnc2)cc1 returned DT40 TDP1 no CPT inconclusive, TDP1 inh 11% and N370S GC -9%.
Screening CCOC(=O)c1c(S(=O)(=O)N2c3ccccc3CC2C)c(C)n(C)c1C (stereo not given) returned DT40 TDP1 no CPT inconclusive, TDP1 inh 7% and N370S GC 3%.
`NS(=O)(=O)c1ccc(CCNC(=O)c2cnc(Cl)c(Cl)c2)cc1` gave DT40 TDP1 no CPT -22%, TDP1 inh 7% and N370S GC 5%.
Screening CC(C)[C@H](NC(=O)N1CC(=O)Nc2ccccc21)C(=O)N[C@H](C(=O)O)c1ccccc1 returned DT40 TDP1 no CPT -3%, TDP1 inh 6% and N370S GC 3%.
`CCc1ccc(-c2cc(C)no2)cc1S(=O)(=O)N1CCN(c2cccc(Cl)c2)CC1` gave DT40 TDP1 no CPT 0.65µM* and TDP1 inh 0%.
CCOC(=O)C(CCCOc1ccc(C(C)CC)cc1)C(=O)OCC (stereo not given) was read as DT40 TDP1 no CPT -2% and N370S GC 4%.
COc1ccc(C2/C=C\CN(C(=O)c3ccc(C)cc3)C(C)C(=O)N2Cc2ccc(F)cc2)cc1 (stereo not given) was read as TDP1 inh 6% and N370S GC 5%.
Screening O=c1nc(N2CCOCC2)ccn1-c1nc(-c2ccccc2)sc1-c1ccccc1 returned DT40 TDP1 no CPT 1%, TDP1 inh 0% and N370S GC 1%.
`CC1=C(c2ccc(Cl)cc2)S(=O)(=O)N=C1N1CCC(C(=O)NCc2ccccc2F)CC1` gave DT40 TDP1 no CPT -3% and TDP1 inh 2%.
CCc1noc(C)c1C(=O)N1CCN(S(=O)(=O)c2ccc(Br)cc2)CC1 was read as DT40 TDP1 no CPT -12% and N370S GC -14%.
Screening CSS(=O)(=O)c1cccc2cccnc12 returned DT40 TDP1 no CPT 5.8µM* and N370S GC 3%.
For Cc1ccc(S(=O)(=O)N[C@H]2COC(=O)[C@H](C)COC(=O)C/C=C\[C@H]2C)cc1 the results were TDP1 inh 5%[21 µM] and N370S GC 8%[12.8 µM].
Screening CCOc1ccc(CNC(=O)c2ccc3c(c2)sc2nc(-c4ccccc4)cn23)cc1 returned DT40 TDP1 no CPT -13% and TDP1 inh 1%.
CC1=CC(=O)[C@@H]2C[C@H]1C2(C)C was read as DT40 TDP1 no CPT -6%, TDP1 inh 6% and N370S GC -4%.
CN(C)CC(C)(C)CNS(=O)(=O)c1ccc(Cl)cc1 was read as DT40 TDP1 no CPT -21%, TDP1 inh 8% and N370S GC 4%.
Screening CC(C)(C)c1ccc(S(=O)(=O)N2CC(C(=O)O)Oc3ccc(Cl)cc32)cc1 (stereo not given) returned DT40 TDP1 no CPT 12% and N370S GC 16%.
Screening COc1cc(C(=O)OCC#N)ccc1OCc1c(C)noc1C returned DT40 TDP1 no CPT 23µM*, TDP1 inh 3% and N370S GC 3%.
`CC1(C)Oc2ccc3ccc(=O)oc3c2/C(=C/NNC(N)=O)C1=O` gave DT40 TDP1 no CPT inconclusive and N370S GC -3%.
For CC(C)OCCCNC(=O)c1ccc(CS(=O)(=O)c2cccc(C(F)(F)F)c2)o1 the results were DT40 TDP1 no CPT -6% and N370S GC -3%.
For CCOCCCNC(=O)c1ccc2c(=O)n(Cc3ccc(OC)cc3)c(=O)[nH]c2c1 the results were DT40 TDP1 no CPT inconclusive, TDP1 inh -3% and N370S GC inconclusive.

Screening data: PubChem BioAssay, National Center for Advancing Translational Sciences (NCATS)
